Assay outcomes from PubChem.
NOD2 inhibition – inhibition of NOD2-driven NF-kB reporter – cell-based, luminescence, uHTS, HEK293 (AID 1566); HEK293 NOD2/NF-kB luciferase reporter, luminescence; higher % means a stronger effect; inhibition, % at 4 µM; hits with a dose series show EC50 in µM; 0.63% of 290,000 active; further: many of its hits are not listed in these tables
GPR55 activation – GPR55 agonists via beta-arrestin recruitment, primary screen, imaging, U2OS cells, beta-arrestin-GFP redistribution (AID 1961); 0.048% of 290,000 active; one-dose activation, % at 10 µM; EC50 in µM for titrated hits; U2OS GPR55 beta-arrestin-GFP redistribution imaging; higher % means a stronger effect;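 active means activation above 40% with more than 50 cells counted in the well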;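 further: U2OS osteosarcoma cells stably expressing GPR55 and beta-arrestin-GFP; plate controls were DMSO negative control for no effect and LPI positive control for full effect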
ER stress rescue – rescue of cells from ER stress-induced death, primary screen, 384-well, CSM14.1, thapsigargin, ATP luminescence (AID 1222); CSM14.1 thapsigargin-induced death rescue, ATP luminescence; higher % means a stronger effect; one-dose cellular ATP content (survival), % at 20 µM; EC50 in µM for titrated hits; 190,000 tested, under 10 active;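 active means EC50 below 50 µM in the dose-response confirmation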;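 further: death triggered by thapsigargin at about 15 µM added after 2 h compound pretreatment; cell ATP read after overnight thapsigargin exposure of roughly 18 to 22 hours; normalized against plate controls of thapsigargin alone and 5% DMSO vehicle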
NTR1 ag – NTR1-driven beta-arrestin-GFP spot formation – imaging, U2OS cells, high content, primary screen (AID 493036); agonist mode; P30989; 0.17% of 330,000 active; activation, % at 20 µM;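 active means activation at or above 40% of the spot to cytoplasm intensity ratio, with at least 20 cells analyzed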;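 further: 0% = DMSO without peptide and 100% = 100 nM NTR1 peptide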
Target sequence (P30989 whole entry, looked up): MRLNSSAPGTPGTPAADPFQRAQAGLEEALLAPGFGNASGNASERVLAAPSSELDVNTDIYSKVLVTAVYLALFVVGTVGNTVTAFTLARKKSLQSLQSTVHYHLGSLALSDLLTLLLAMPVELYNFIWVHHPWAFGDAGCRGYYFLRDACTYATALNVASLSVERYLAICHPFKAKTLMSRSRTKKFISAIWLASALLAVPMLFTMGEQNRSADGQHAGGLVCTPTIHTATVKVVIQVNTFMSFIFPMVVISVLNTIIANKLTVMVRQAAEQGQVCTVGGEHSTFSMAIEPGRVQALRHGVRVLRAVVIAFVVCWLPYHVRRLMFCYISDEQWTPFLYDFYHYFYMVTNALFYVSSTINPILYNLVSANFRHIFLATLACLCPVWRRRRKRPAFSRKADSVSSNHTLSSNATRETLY
NOD1 inhibition – inhibition of NOD1-driven NF-kB reporter – cell-based, luminescence, uHTS, primary screen (AID 1578); NOD1-driven NF-kB luciferase reporter cells, luminescence; higher % means a stronger effect; one-dose inhibition, % at 4 µM; EC50 in µM for titrated hits; 1% of 290,000 active; in the data active means inhibition mostly above about 36%, no sharp cut-off; inactive means mostly below about 34%;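 further: HEK-293T reporter cells stimulated with the NOD1 agonist gamma-tri-DAP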
KOR beta-arrestin-1 – KOR agonists, beta-arrestin recruitment, primary screen, cell-based, luminescence, uHTS (AID 1777) | KOR beta-arrestin recruitment, luminescence; higher % means a stronger effect | activation, % at 10 µM; hits with a dose series show EC50 in µM | 0.02% of 280,000 active; in the data active means activation above about 50%, passing the limit was not always enough; further: a part of the inactive calls stands beside numbers as strong as those of hits
KOR beta-arrestin-2 – kappa opioid receptor blockers – cell-based, luminescence, uHTS (AID 1778); 0.091% of 290,000 active; inhibition, % at 10 µM; hits with a dose series show IC50 in µM; KOR beta-arrestin recruitment, luminescence, antagonist mode; higher % means a stronger effect; further: strong numbers were not always called active
TNAP activators – stimulation of alkaline phosphatase TNAP activity – biochemical, luminescent, no phosphate acceptor, uHTS, primary screen (AID 1001) | activation fold at 20 µM, or EC50 in µM where a hit was titrated | purified TNAP, luminescent activation assay, no phosphate acceptor; higher activation fold means a stronger effect | 0.03% of 200,000 active; in the data active means activation fold from about 3, or a potency from the dose series; inactive means the rest, 99 in 100 with activation fold below about 1.6; further: many of its hits are not listed in these tables
Yfh1-off respiration – mitochondrial function rescue without frataxin homolog – Friedreich's ataxia, plus single-dose screen, dose response (AID 1465); 0.074% of 220,000 active; one-dose fold induction at 50 µM; EC50 in µM for titrated hits; S. cerevisiae Yfh1-off respiration, WST-1 reduction, 72 h; higher fold induction means a stronger effect;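 active means fold induction of absorbance versus untreated yeast above a set limit, then at least 30% activation at any dose in follow-up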;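 further: activators that raise dye reduction in frataxin-depleted yeast; strong numbers were not always called active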
NTR1 ag cell count 20 µM – second read-out of NTR1 ag, no call of its own (marks repeat the call); cell count; measured here: cell count, cytotoxicity flag
Numbers without * were called inactive; i = inactive; / = no result given; [ ] = remark or other dose. Unless noted, no stated cut-off is given here; in the data, active means inhibition above about 50%; inactive means the rest. Some of the compounds tested; count on the stated rates, not on these rows.

SMILES	NOD2 inhibition	GPR55 activation	ER stress rescue	NTR1 ag	NTR1 ag cell count 20 µM	NOD1 inhibition	KOR beta-arrestin-1	KOR beta-arrestin-2	TNAP activators	Yfh1-off respiration
COc1cccc(C(=O)Nc2cc3c(cc2Br)OCCCO3)c1	14%	0.4%	-2.2%	-1.6	74	-26%	-3.4%	8%	1	i
CCCCN(Cc1ccccc1)C(=O)C1CCC(=O)N(CCc2ccccn2)C1 (configuration not stated)	3%	-0.1%	/	0.9	44	-15%	-0.9%	12%	/	/
O=C(N1CCOCC1)N1CCN(Cc2ccccc2)CC1	5%	-0.2%	0.6%	-0.9	73	14%	8.1%	22%	1.1	i
O=C(/C=C/c1cccc(OCc2ccccc2)c1)c1cccnc1	6%	0.6%	-0.5%	54*	82*	36%	-1.3%	7%	1	i
COc1ccc(Cl)cc1N1C(=O)CN(Cc2cc(OC)c(OC)c(OC)c2)C1=S	8%	0.0%	/	1.1	84	-8%	-4.5%	-7%	/	/
O=C(CCc1nnc(CCc2ccccc2)o1)NC(c1cccnc1)C(F)(F)F (configuration not stated)	11%	0.8%	/	0.5	62	-5%	2.1%	14%	/	i
C=CCNC(=S)N/N=C/c1ccc(-c2cccc([N+](=O)[O-])c2)o1	-34%	-0.1%	6.4%	0.7	75	-9%	-3.0%	-76%[20 µM]	1	i
CSc1ccc(CNc2ccc(C)c(C)c2)cc1	-47%	-0.1%	4.6%	-1.1	60	-2%	2.8%	-2%	1.1	i
COc1ccccc1CCNC(=O)C(=O)NCC1OCCCN1S(=O)(=O)c1ccc(F)cc1C (configuration not stated)	10%	0.3%	/	1.8	66	-6%	1.1%	5%	/	/
CC(=O)c1ccc(N2CCN(S(=O)(=O)c3c(C)[nH]c(C)c3C(=O)N3CCCCC3)CC2)cc1	10%	0.1%	/	0.2	57	-8%	1.1%	-10%	/	/
O=C(CCC(=O)N(CC(=O)NC1CCCC1)C1CCCC1)Nc1ccccn1	3%	-0.2%	-0.7%	0.1	34	-9%	-3.4%	-6%	1.1	i
O=C(COc1ccccc1Cl)NCc1ccco1	-2%	0.2%	-1.6%	3.6	57	-20%	-0.7%	18%	1.1	i
CSc1ccc(CNc2ccccc2)cc1	-18%	-0.1%	3.2%	3.0	55	4%	3.4%	-11%	1.1	i
CCN(CC)CCN(Cc1cc2cc(C)cc(C)c2[nH]c1=O)C(=S)NCc1ccco1	10%	0.0%	1.0%	0.8	53	-24%	0.3%	14%	1.1	i
COC(=O)c1c(NC(=O)CC2NCCNC2=O)sc2c1CCCC2 (configuration not stated)	6%	0.3%	-0.1%	0.2	70	-11%	-2.9%	17%	1.1	i
Cc1cc(C)cc(NC(=S)NC(=O)C2CC2)c1	2%	0.0%	/	1.5	66	-19%	0.2%	12%	/	/
CN1CCN(S(=O)(=O)c2cccc(C(=O)N(Cc3nnc(-c4ccccc4Cl)o3)C3CC3)c2)CC1	19%	-0.1%	/	0.4	66	-37%	0.1%	0%	/	/
Cc1ccc(C(=O)N/C(=C/C=C\c2ccccc2)C(=O)NCc2ccco2)cc1	12%	-0.6%	-2.4%	13	94	12%	-4.1%	-2%	1.2	i
CC(C)CCn1nnnc1CN1CCN(c2ccc(F)cc2)CC1	-4%	-0.1%	0.8%	1.6	36	-24%	/	-16%[20 µM]	1.1	i
O=C(CCC(=O)N(c1ccc(F)cc1)C(C(=O)NC1CCCC1)c1ccncc1)Nc1cccnc1 (configuration not stated)	-8%	-0.4%	0.4%	-2.0	79	0%	-2.5%	20%	1	i
O=C(COC(=O)c1ccccc1Nc1ccc(SC(F)F)cc1)NC1CC1	-84%	0.5%	0.6%	2.2	72	18%	5.3%	10%	1.1	i
Cc1ccc(CSc2nc(N)cc(=O)[nH]2)cc1	7%	-0.1%	/	-0.8	85	-1%	1.6%	14%	/	/
Cc1ccc2nc(CSc3nnc(-c4ccco4)o3)cc(=O)n2c1	-6%	-0.3%	2.4%	1.1	73	-33%	2.4%	2%	1.1	/
COC(=O)CN(c1ccc(OC)cc1)S(=O)(=O)c1c(C)noc1C	7%	0.4%	-0.9%	0.4	48	-14%	1.3%	14%	1.1	i
Cc1onc(-c2ccccc2)c1C(=O)Nc1nc2c(s1)C(=O)CC(C)(C)C2	9%	0.2%	-2.0%	-0.5	68	3%	-5.5%	14%	1.1	i
SMILES	NOD2 inhibition	GPR55 activation	ER stress rescue	NTR1 ag	NTR1 ag cell count 20 µM	NOD1 inhibition	KOR beta-arrestin-1	KOR beta-arrestin-2	TNAP activators	Yfh1-off respiration
c1ccc(C2CCC(N3CCNCC3)CC2)cc1 (configuration not stated)	-7%	0.4%	-4.5%	-0.4	72	33%	-0.6%	-21%	1.1	i
Cc1cccc(NC(=O)C2CCN(S(=O)(=O)c3ccc4c(c3)NC(=O)CO4)CC2)c1	/	-0.2%	/	0.9	57	/	14%	5%	/	/
Cc1ccc(C(=O)NCC(=O)OCC(=O)NC2CCS(=O)(=O)C2)cc1C (configuration not stated)	11%	0.6%	-1.7%	0.2	97	-19%	-2.4%	-46%	1.1	i
CCOC(=O)c1nc(NNC(C)=O)sc1C	7%	-0.3%	0.0%	0.0	62	-10%	-0.7%	-11%	2.1	i
CC(=O)OCC(=O)[C@@]1(O)CC[C@H]2[C@@H]3CCC4=CC(=O)C=C[C@]4(C)[C@@]3(Cl)[C@@H](Cl)C[C@@]21C	11%	0.4%	/	-0.7	66	-6%	8.1%	17%	/	i
CCN(Cc1ccncc1)C(=O)c1ccco1	5%	-0.2%	/	0.1	50	14%	4.0%	-57%	/	/
N#C/C(=C/Nc1ccccc1C(=O)O)C(N)=O	9%	0.3%	/	2.3	55	-8%	-1.7%	-5%	/	i
O=C(NCc1ccccn1)C1CCN(C(=O)c2cc3sccc3n2Cc2ccc(F)cc2)CC1	20%	0.1%	3.8%	-1.4	86	-1%	2.4%	2%	1	i
CC(C(=O)Nc1cccnc1)c1ccc([N+](=O)[O-])cc1 (configuration not stated)	-14%	-0.1%	0.4%	-1.4	92	-16%	-7.3%	14%	1	i
Cc1ccc(NC(=O)C(OC(=O)c2ccc(NC(N)=O)cc2)c2ccccc2)cc1Cl (configuration not stated)	-4%	-0.2%	-2.3%	3.7	63	-27%	0.2%	-8%	1.1	i
Cc1cccc(C(=O)NC(=S)Nc2ccc3[nH]c(=O)[nH]c3c2)c1	-10%	0.6%	1.6%	4.7	77	-23%	-9.0%	-20%[20 µM]	1.1	i
COc1ccc(Br)cc1S(=O)(=O)N1CC(C)OC(C)C1 (configuration not stated)	15%	0.2%	-2.7%	-1.2	86	-10%	-4.9%	20%	1	i
COc1ccc2cc1Oc1ccc(cc1)C[C@H]1c3c(cc4c(c3Oc3cc5c(cc3OC)CCN(C)[C@@H]5C2)OCO4)CCN1C	-1%	-0.1%	/	15	56	-7%	-2.5%	4%	/	i
O=C(CN(C(=O)Cn1nnc(-c2cccs2)n1)c1cnc2ccccc2c1)NCC1CCCO1 (configuration not stated)	17%	0.4%	-1.9%	-0.3	52	25%	-3.0%	2%	1.1	i
COc1ccc(CN2CSC(=S)N(Cc3ccc(OC)cc3)C2)cc1	-4%	0.2%	/	-0.3	54	-5%	-1.2%	5%	/	i
CC(C)(C)c1ccc(OCc2ccc(C(=O)N/N=C/c3ccc([N+](=O)[O-])cc3)o2)cc1	-15%	0.0%	-0.7%	0.2	64	6%	-6.0%	15%	1	i
Cc1ccc(C)c(NC(=O)CN(C)C(=O)c2nn(C)c(=O)c3ccccc23)c1	4%	-0.4%	-1.3%	2.9	45	-20%	-2.9%	14%	1.1	i
O=C1c2ccccc2C(O)(c2ccccc2)N1C1CC1 (configuration not stated)	10%	1.4%	/	-0.7	59	7%	-1.4%	14%	/	i
CC1CCCCC1NC(=O)CSCC(=O)O (configuration not stated)	1%	-0.2%	-2.8%	2.0	75	-28%	4.8%	22%	1	i
COc1ccccc1CN1C(=O)C(=O)N(Cc2cccc(C)c2)C1=O	-11%	0.0%	-0.6%	-1.0	49	33%	4.5%	-2%	1	i
O=C(Cc1ccsc1)Nc1cc(F)ccc1F	2%	0.3%	/	-1.0	35	-28%	-2.2%	-5%	/	/
COc1ccc(C2CC(=O)Nc3sc(=N)c4c(N)c(C#N)c(N)nc4c32)cc1OC (configuration not stated)	-3%	-0.1%	0.4%	2.0	68	-1%	-3.5%	6%	1	i
Cc1ccc(NS(=O)(=O)c2cccc3nsnc23)cc1C	16%	-0.1%	/	-1.3	51	-7%	5.8%	-16%	/	/
O=C(NCc1ccccn1)c1ccc(OC2CCN(Cc3cccs3)CC2)cc1	11%	-0.2%	/	0.4	58	-10%	-2.6%	-24%	/	/
COc1ccccc1NS(=O)(=O)c1ccc(NC(=O)c2nc3nc(C)cc(C(F)F)n3n2)cc1	16%	0.5%	0.7%	1.9	79	-2%	-2.8%	-20%	1	i
SMILES	NOD2 inhibition	GPR55 activation	ER stress rescue	NTR1 ag	NTR1 ag cell count 20 µM	NOD1 inhibition	KOR beta-arrestin-1	KOR beta-arrestin-2	TNAP activators	Yfh1-off respiration
COc1cc(/C=C/c2nc3ccccc3c(=O)[nH]2)cc(Br)c1O	-202%	-0.1%	/	0.6	48	-12%	7.4%	-56%	/	/
O=C(NCc1ccco1)/C(=C/C=C/c1ccccc1)NC(=O)c1ccco1	15%	-0.1%	2.3%	-1.3	35	-20%	/	18%[20 µM]	1.1	i
O=C(COC(=O)C1CCC(=O)N1)Nc1ccc(Oc2ccccc2)cc1 (configuration not stated)	-1%	0.6%	-1.2%	0.5	46	-16%	-5.9%	8%	1.1	i
O=C(NNC(=O)c1ccccc1-n1cccc1)c1ccc(Cl)c(Cl)c1	17%	0.0%	-2.8%	-1.5	61	0%	-0.4%	-8%	1.1	i
O=C(/C=C/c1cn(CC(O)CN2CCCCC2)c2ccccc12)c1ccccc1 (configuration not stated)	6%	-0.1%	/	/	/	-4%	-1.8%	23%	/	i
COc1c(C)cccc1C(=O)Nc1ccc(N2CCOCC2)c(Cl)c1	-64%	-0.1%	-1.6%	-0.4	41	-25%	3.5%	-65%	1.1	i
CCCCOc1ccc(CN(CCO)CCO)cc1[N+](=O)[O-]	-2%	0.0%	0.1%	0.7	92	-30%	-2.2%	8%	1.1	i
Cn1c(CNC(=O)c2ccc(F)cc2)cc2ccccc21	-5%	-0.1%	/	-1.2	67	-18%	-0.8%	-12%	/	/
COc1ccccc1CNCc1cccc(Oc2ccccc2)c1	5%	-0.1%	-2.8%	4.0	66	-8%	-1.2%	-33%[20 µM]	1	i

Whole records from above.
CCOC(=O)c1nc(NNC(C)=O)sc1C across the screens: NOD2 inhibition = 7%; GPR55 activation = -0.3%; ER stress rescue = 0.0%; NTR1 ag = 0.0; NTR1 ag cell count 20 µM = 62; NOD1 inhibition = -10%; KOR beta-arrestin-1 = -0.7%; KOR beta-arrestin-2 = -11%; TNAP activators = 2.1; Yfh1-off respiration = i
COc1ccccc1CNCc1cccc(Oc2ccccc2)c1 across the screens: NOD2 inhibition = 5%; GPR55 activation = -0.1%; ER stress rescue = -2.8%; NTR1 ag = 4.0; NTR1 ag cell count 20 µM = 66; NOD1 inhibition = -8%; KOR beta-arrestin-1 = -1.2%; KOR beta-arrestin-2 = -33%[20 µM]; TNAP activators = 1; Yfh1-off respiration = i
